Screens from PubChem.
Yp Topo-I inh: inhibitors of Yersinia pestis topoisomerase I; 360,000 compounds, 0.064% hits; activity, % at 10 µM; AID 504884; Y. pestis Topo-I cleavage product accumulation, plate reader; in the data active = activity above about 50%, passing the limit was not always enough; note: inactives centre near 2
CCHFV vOTU inh: blocks the CCHF virus ovarian tumor domain protease; AID 651958; CCHFV vOTU protease, Pep-AMC fluorescence; 370,000 compounds, 0.55% hits; inhibition, % at 11.5 µM; in the data active = inhibition above about 30%; note: 0% = vehicle wells with enzyme and 100% = no enzyme wells
MazF activator: increases E. coli MazEF RNase cleavage of RNA; P0AE70; FAM/BHQ RNA-DNA oligo cleavage fluorescence, 5 h; activation, % at 20 µM; 350,000 compounds, 0.32% hits; in the data active = activation above about 50%
Target sequence (P0AE70 whole entry, looked up): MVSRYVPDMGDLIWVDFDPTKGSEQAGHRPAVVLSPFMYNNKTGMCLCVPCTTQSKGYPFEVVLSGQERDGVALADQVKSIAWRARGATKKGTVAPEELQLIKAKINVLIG
3CLpro inhibitor: SARS-CoV 3CLpro protease inhibition | P0C6X7 | recombinant SARS-CoV 3CLpro, quenched FRET peptide cleavage | inhibition, % at 6 µM | 290,000 compounds, 0.14% hits; in the data active = inhibition above about 12%
VHR inh abs: DUSP3 (human) phosphatase inhibition. P51452. recombinant VHR phosphatase, pNPP absorbance. inhibition, % at 13.3 µM. 290,000 compounds, 0.52% hits. AID 1654; in the data active = inhibition above about 50%; note: some compounds called inactive have numbers as strong as hits
Target sequence (P51452 whole entry, looked up): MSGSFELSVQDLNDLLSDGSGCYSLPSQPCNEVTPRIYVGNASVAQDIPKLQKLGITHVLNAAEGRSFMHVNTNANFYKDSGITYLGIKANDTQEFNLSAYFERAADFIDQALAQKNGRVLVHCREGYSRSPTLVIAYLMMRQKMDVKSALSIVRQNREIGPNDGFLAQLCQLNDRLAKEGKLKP
SSB-PriA inh: K. pneumoniae PriA-SSBct interaction inhibition. AlphaScreen SSBct-PriA binding, biotinylated peptide. inhibition, % at 33 µM. 430,000 compounds, 0.6% hits; in the data active = inhibition mostly above about 37%, no sharp cut-off; inactive = mostly below about 20%;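 note: plate controls were negative control peptide for no effect and reference peptide for full effect; strong numbers were not always called active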
PrPC surface inh: cell surface PrPC inhibition, primary TR-FRET screen; TR-FRET read-out; AID 720596; 370,000 compounds, 0.43% hits; P04156; inhibition, % at 13.8 µM; in the data active = inhibition above about 24%; note: 0% = median of the test wells and 100% = reference compound wells
Rv3671c inh: Rv3671c (M. tuberculosis) protease inhibition; P9WHR9; 320,000 compounds, 0.048% hits; AID 2606; inhibition, % at 5.96 µM; in the data active = inhibition above about 38%;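 note: extracellular domain of Rv3671c used as enzyme; 0% = enzyme with DMSO and 100% = no enzyme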
Target sequence (P9WHR9 whole entry, looked up, the tested form may be a part): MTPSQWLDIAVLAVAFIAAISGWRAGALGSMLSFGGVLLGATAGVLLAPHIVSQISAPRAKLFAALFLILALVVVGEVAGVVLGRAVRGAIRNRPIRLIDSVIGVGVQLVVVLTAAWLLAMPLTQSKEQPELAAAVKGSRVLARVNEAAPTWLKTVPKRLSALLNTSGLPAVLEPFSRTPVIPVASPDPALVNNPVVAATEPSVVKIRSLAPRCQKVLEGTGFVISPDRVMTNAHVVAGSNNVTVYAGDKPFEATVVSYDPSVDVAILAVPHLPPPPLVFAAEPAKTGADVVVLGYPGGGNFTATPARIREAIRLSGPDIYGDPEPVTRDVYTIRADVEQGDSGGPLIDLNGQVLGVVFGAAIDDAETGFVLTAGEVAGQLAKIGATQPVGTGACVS
Vc quorum ag: quorum light induction in luxS cqsA deficient V. cholerae; V. cholerae BH1578 lux reporter, luminescence, 6 h; activation, % at 18.7 µM; 350,000 compounds, 0.16% hits; in the data active = activation mostly above about 9.7%, no sharp cut-off; note: not every result past the cut was called active; inactives centre near 0; reference of the scale not given here
TcdB GH inh: inhibitors of Clostridioides difficile toxin B glycohydrolase; 350,000 compounds, 0.24% hits; AID 652162; TcdB glycohydrolase enzymatic assay, plate reader; inhibition, % at 9.99 µM; in the data active = inhibition above about 10%
Starred values were filed as active, the others as inactive; i = inactive; x = not tested or not shown. An excerpt; count on the stated rates, not on these rows.

SMILES | Yp Topo-I inh | CCHFV vOTU inh | MazF activator | 3CLpro inhibitor | VHR inh abs | SSB-PriA inh | PrPC surface inh | Rv3671c inh | Vc quorum ag | TcdB GH inh
COc1ccc(-c2ccc(C#N)c(SCC(=O)OCc3ccccc3)n2)cc1OC | 2 | -48 | 9 | 5 | 19 | -35 | -10 | 1 | 0.8 | x
O=C1CCCC(=O)N1c1ccc(N2CCOCC2)c([N+](=O)[O-])c1 | 4 | -9 | 5 | -7 | 2 | -3 | -9 | -1 | -0.4 | 0.1
CC(C)CC(c1nnnn1Cc1ccco1)N1CCN(C2CCCC2)CC1 (stereo not given) | 5 | -2 | 0 | 2 | -5 | -16 | -7 | 9 | -0.3 | x
O=C(COc1ccccc1C(=O)N/N=C\c1ccc(O)c(O)c1)N/N=C/c1ccc(O)c(O)c1 | -3 | x | 37 | 0 | 9 | x | x | -4 | 1.0 | x
CN(C)CCNC(=O)c1cccc(-c2cccc3nccn23)c1 | -9 | 17 | x | x | x | x | -7 | x | i | 1.4
CC(C)(C)c1cc(NC(=O)COC(=O)c2ccccc2)n(-c2ccccc2)n1 | 20 | -8 | -3 | x | x | x | -3 | x | -0.6 | 0.9
O=C(CSC1c2ccccc2-c2ccccc21)N/N=C/c1ccccc1 | -3 | 7 | -12 | -4 | 18 | x | 8 | -5 | i | 2.6
COC(=O)CSc1nnc(Cc2ccccc2)n1-c1ccc(C)cc1 | 14 | 7 | -1 | 0 | 22 | -9 | 2 | 8 | i | x
CCCNC(=O)COc1ncnc2sccc12 | 1 | 14 | 2 | -8 | 38 | 2 | -2 | -1 | -0.3 | -0.4
O=C(NCc1ccc(F)cc1)c1cc2n(n1)C(C(F)(F)F)CC(C1CC1)N2 (stereo not given) | -2 | 20 | 6 | -3 | -28 | -12 | 4 | -4 | -0.3 | -13
CN(C)c1ccc(C(CNC(=O)c2cccs2)N(C)C)cc1 (stereo not given) | 0 | -7 | 4 | -1 | 3 | -2 | 0 | -4 | -0.6 | -1.4
COC(=O)c1ccc(OCC2NCCc3cc(OC)c(OC)cc32)cc1 (stereo not given) | -4 | x | 0 | 1 | 56* | 1 | x | 2 | i | x
O=C(CNC(=O)C1CC1)Nc1ccc(F)c(F)c1F | 3 | 10 | 3 | x | x | -1 | -11 | 3 | -7.1 | 0.2
Cc1ccc(-c2c(C#N)c(N)nc3c2CCCCC3)o1 | 11 | -17 | -3 | 3 | 13 | 10 | -3 | -9 | -1.4 | x
CCN(CC)S(=O)(=O)c1ccc(N2CCCCC2)c(NC(=O)C2CSC3(C)CCC(=O)N23)c1 (stereo not given) | 17 | 7 | -1 | x | x | x | -8 | x | 0.3 | 1.0
CCOc1ccc(S(=O)(=O)n2nc(C)c(S(=O)(=O)N3CCOCC3)c2C)cc1 | 3 | 5 | 7 | 3 | 7 | -4 | 2 | -1 | 0.0 | 1.8
Cc1ccc(S(=O)(=O)N(C)c2ccccc2C(=O)N2CCCC2)cc1 | 3 | -9 | 3 | 4 | 6 | -5 | 0 | 4 | i | -1.2
CCN(C(=O)c1cc2c(=O)n3cccc(C)c3nc2s1)C1CCCCC1 | 13 | -14 | 4 | -3 | 7 | -13 | 3 | -7 | i | 0.6
NC(=O)CCC(C(=O)O)N1C(=O)c2ccc(O)cc2C1=O (stereo not given) | 8 | 7 | 0 | 2 | 16 | 6 | 2 | 5 | -0.5 | -4.3
O=C(Nc1ccccc1)Nc1cccc(-c2cn3cccnc3n2)c1 | 8 | 10 | -29 | 8 | 14 | -2 | -17 | -11 | i | 0.9
O=C(CC1(O)C(=O)Nc2ccccc21)c1cccc(Br)c1 (stereo not given) | 2 | 13 | 6 | 1 | -4 | -1 | 2 | -3 | -0.2 | x
CN(Cc1ccccc1)CC1C2CCC(C2)C1O (stereo not given) | 6 | 5 | 5 | x | x | -11 | 3 | x | -1.0 | 0.3
COCCOC(=O)CC1=NC(=O)CS1 | -5 | 11 | 8 | 0 | 10 | 4 | 5 | -3 | i | x
CCc1nonc1NC(=O)c1oc2ccc(C)cc2c1C | 3 | 6 | 3 | -1 | -4 | -11 | 2 | -5 | -2.0 | -6.5
CC(C)Nc1nc(-c2ccccc2F)c2sc(-c3ccccc3)cc2n1 | 21 | 12 | x | x | x | x | 12 | x | -0.6 | 0.3
CCCCCCC1CC(CC(=O)Nc2ccc([N+](=O)[O-])cc2)C(=O)O1 (stereo not given) | 6 | 6 | 0 | 0 | -2 | -3 | -2 | 4 | -0.7 | -0.2
COc1cc2c(C(=O)NCCCOC(C)C)cn(CC(C)C)c(=O)c2cc1OC | 2 | 9 | 2 | -7 | -2 | -10 | 11 | 1 | -1.7 | x
O=C(/C=C/c1ccccc1)C1=C(O)C(=O)N(CCO)C1c1ccccc1[N+](=O)[O-] (stereo not given) | 2 | 9 | 10 | 5 | 17 | -1 | -10 | 0 | 1.3 | 0.6
CNc1c(NS(=O)(=O)c2ccc(CC(C)C)cc2)c(=O)oc2ccccc12 | -9 | -1 | 10 | 6 | 26 | -4 | 1 | -3 | i | 2.5
Cc1c(C(C)CCCO)oc(=O)c2c1Oc1c(C)c(C(C)C[C@H](C)O)oc(=O)c1C2 (stereo not given in full) | 2 | 0 | 11 | x | x | -13 | 2 | 6 | -0.6 | -0.8
O=C(CSc1nc(-c2ccccc2)nc2ccc(F)cc12)Nc1ccc(C(=O)O)cc1 | 10 | -6 | 10 | 1 | -1 | 4 | -2 | -17 | -3.1 | x
CCOC(=O)CNc1ccc(C(=O)OCC)cc1[N+](=O)[O-] | 4 | 2 | 7 | 3 | -4 | -3 | -5 | -6 | -0.3 | x
O=C1NC(=O)C(CC(=O)N(Cc2ccco2)C2(C(=O)NC3CCCC3)CCCCC2)N1 (stereo not given) | 2 | -3 | 10 | 5 | 13 | -9 | -6 | 9 | x | x
O=[N+]([O-])c1c(NCCCO)cc(N2CCN(Cc3ccc4c(c3)OCO4)CC2)c2nonc12 | 35 | -2 | -1 | 1 | -1 | 6 | -10 | -7 | -0.3 | 1.2
O=C(Nc1ccc(F)cc1F)Nc1sccc1-c1nc2ccccc2s1 | 0 | 10 | 1 | 1 | 16 | -3 | -2 | -80 | i | 0.2
O=C1CC(c2cc([N+](=O)[O-])ccc2Cl)c2c(ccc3ccccc23)N1 (stereo not given) | -1 | -15 | 44 | -3 | -14 | 3 | -5 | -5 | -0.3 | x
CC/C(=N/NS(=O)(=O)c1ccc(Cl)cc1)c1ccc(O)cc1 | -7 | -13 | 1 | 2 | -7 | x | 4 | 2 | -0.3 | x
CCC(C)[C@H](NC(=O)NCc1cccnc1)C(=O)OC (stereo not given in full) | -2 | 6 | 1 | 4 | 17 | -17 | 5 | 8 | -0.3 | 1.2
COC(=O)C1SCC2C(=O)N(Cc3cccc(C)c3)CC(=O)N21 (stereo not given) | 2 | -6 | 0 | -2 | -15 | -1 | -2 | 4 | 0.8 | -0.3
O=C(NCc1ccccc1)C(=O)Nc1nc(C23CC4CC(CC(C4)C2)C3)cs1 | -7 | -9 | 1 | 1 | 12 | 2 | 1 | -5 | -0.3 | 0.9

A section from further up, for reference:
SMILES | Yp Topo-I inh | CCHFV vOTU inh | MazF activator | 3CLpro inhibitor | VHR inh abs | SSB-PriA inh | PrPC surface inh | Rv3671c inh | Vc quorum ag | TcdB GH inh
O=C(/C=C/c1ccccc1)C1=C(O)C(=O)N(CCO)C1c1ccccc1[N+](=O)[O-] (stereo not given) | 2 | 9 | 10 | 5 | 17 | -1 | -10 | 0 | 1.3 | 0.6
CNc1c(NS(=O)(=O)c2ccc(CC(C)C)cc2)c(=O)oc2ccccc12 | -9 | -1 | 10 | 6 | 26 | -4 | 1 | -3 | i | 2.5
Cc1c(C(C)CCCO)oc(=O)c2c1Oc1c(C)c(C(C)C[C@H](C)O)oc(=O)c1C2 (stereo not given in full) | 2 | 0 | 11 | x | x | -13 | 2 | 6 | -0.6 | -0.8
O=C(CSc1nc(-c2ccccc2)nc2ccc(F)cc12)Nc1ccc(C(=O)O)cc1 | 10 | -6 | 10 | 1 | -1 | 4 | -2 | -17 | -3.1 | x
CCOC(=O)CNc1ccc(C(=O)OCC)cc1[N+](=O)[O-] | 4 | 2 | 7 | 3 | -4 | -3 | -5 | -6 | -0.3 | x

(continued)
SMILES | Yp Topo-I inh | CCHFV vOTU inh | MazF activator | 3CLpro inhibitor | VHR inh abs | SSB-PriA inh | PrPC surface inh | Rv3671c inh | Vc quorum ag | TcdB GH inh
OC(c1ccccc1)c1ncc(-c2ccccc2F)[nH]1 (stereo not given) | 0 | 4 | x | x | x | x | -2 | x | -0.3 | 1.3
COc1cccc(N2C(=O)NC(=O)/C(=C\c3cn(C)c4ccccc34)C2=O)c1 | -3 | 7 | i | 4 | 2 | -14 | 5 | -2 | i | 1.1
COc1ccc(NC(=S)N2CCN(CCN3C(=O)c4cccc5cccc(c45)C3=O)CC2)cc1 | -10 | -6 | -1 | -1 | 9 | 5 | -10 | 5 | i | 1.3
COc1cc2c(cc1OC)C(c1cccc([N+](=O)[O-])c1)N(C(=O)CCC(=O)O)CC2 (stereo not given) | -4 | 1 | -7 | -4 | 23 | 1 | 1 | -2 | 1.4 | 2.2
CCCCN(CC)CCCNC(=O)CN1C(=O)CSc2ccc(S(=O)(=O)N3CCOCC3)cc21 | -8 | -12 | 5 | 3 | 18 | -7 | -5 | 3 | 0.4 | 0.7
COc1cccc(C=Nc2ccc3c(c2)OCCO3)c1O | -9 | x | 13 | -1 | -20 | 6 | x | 7 | -1.9 | x
COc1cccc(-n2cc(C(=O)NC(C)C)c3ccccc3c2=O)c1 | -9 | -2 | 1 | 5 | 1 | 0 | 6 | 4 | -0.6 | 0.2
CC(=O)Nc1ccc(S(=O)(=O)NCCC(=O)NCC2COc3ccccc3O2)cc1 (stereo not given) | 6 | -10 | -3 | 1 | 5 | -16 | 1 | -2 | -1.6 | 0.3
c1ccc(CCC2Cc3ccccc3N2)cc1 (stereo not given) | -1 | -2 | 6 | x | x | 6 | 1 | 3 | i | 2.4
Cc1ccc(C(=O)Nc2cccc(NC(=O)c3ccc(C)cc3)n2)cc1 | 9 | -10 | -10 | x | x | -10 | 3 | -5 | -0.4 | 1.7
CCC(C(=O)N1CCC2(CC1)OCCO2)c1ccccc1 (stereo not given) | 9 | -8 | -8 | -4 | 0 | -11 | -2 | -6 | 2.6 | 0.4
COc1ccc2[nH]c3c(c2c1)CCN1C(=O)C(CC(=O)NCCC2=CCCCC2)C[C@H](C(=O)N2CCOCC2)[C@@]31CCC1CCCC1 (stereo not given in full) | -7 | -5 | 2 | x | x | 3 | 1 | x | i | -0.8
CCC/C(=N/NC(=O)c1csc(C)c1C)c1ccc(Cl)s1 | 0 | 5 | -3 | 5 | 24 | x | -1 | -4 | 0.4 | x
CN1CCN(C(=O)c2ccc3nc(-c4ccccc4)c(-c4ccccc4)nc3c2)CC1 | 16 | -50 | 5 | 1 | -2 | 1 | -22 | 3 | -1.4 | 1.2
O=C(CN1C(=O)NC2(CCCCCCC2)C1=O)NCc1cccs1 | -4 | 3 | 2 | 0 | 23 | -20 | -1 | -2 | -0.3 | 0.7
C=CCc1ccc(OCCOc2cccc3ccc(C)nc23)c(OC)c1 | 29 | -16 | 3 | 1 | 14 | -20 | -3 | -5 | i | x
COc1ccc(CCCNC(=O)C2Cc3c(-c4cccc(C(C)=O)c4)ccnc3O2)cc1 (stereo not given) | 14 | 5 | x | x | x | x | 7 | x | -0.3 | 0.4
CCNC(=O)C1(C)CCN(Cc2ccc(C(F)(F)F)cc2)C1 (stereo not given) | -9 | -10 | x | x | x | x | 6 | x | i | 0.4
Cc1nnc(NC(=O)CN2C(=O)NC3(CCCC3)C2=O)s1 | -1 | -2 | 9 | x | x | -23 | -3 | 4 | -1.2 | 0.7
CCOC(=O)Cc1csc(NC(=S)NC(=O)c2ccc([N+](=O)[O-])cc2)n1 | -9 | 1 | 1 | 2 | -10 | 22 | -1 | -14 | -3.6 | x
N#Cc1ccccc1NC(=O)CN(Cc1ccccc1)Cc1ccccc1 | 48 | -4 | -38 | -7 | 7 | -18 | -7 | -3 | -0.3 | 1.3
S=C(NC1CCCC1)NN1CCOCC1 | -2 | 17 | 10 | 0 | 1 | -9 | -3 | -5 | -0.3 | 0.7
